Assay outcomes deposited in PubChem BioAssay by Broad Institute.
EWS-Fli inh – EWS/Fli-driven NR0B1 reporter inhibitors, primary screen, A673 cells, NR0B1 luciferase, luminescence, MLPCN library; viability-normalised; inhibition, % at 12.6 µM; AID 651661, 2012; hit rate 0.67% among 350,000;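 active = mean inhibition of at least 50% after viability correction, with every replicate also passing that limit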;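 note: firefly luciferase signal divided by Alamar Blue viability fluorescence both relative to DMSO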
S100A4 inh HTS – inhibitors of S100A4-myosin IIA peptide binding, primary screen, biochemical, fluorescence polarization, TAMRA-MyoIIA peptide. inhibition, % at 10.7 µM. hit rate 0.14% among 360,000. AID 652163, 2013. Protein S100-A4 (Homo sapiens), P26447;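 active = mean inhibition of at least 70% across replicates, with every replicate also reaching that level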
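Assay system: human S100A4 monomer with TAMRA-labelled myosin IIA peptide / Buffer or medium: Calcium-containing HEPES buffer, pH 7.2 / Reagent: TAMRA-labelled myosin IIA heavy-chain peptide probe, 5 nM / Compound: one dose per compound / Timing: polarization read 5 min after assay mix addition, stable 5–60 min / Benchmarks: neutral control DMSO, positive control TFP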
Xi reactivation – activators of inactive X chromosome reactivation, primary screen, imaging, XiGFP fibroblasts, GFP high-content imaging, set 2 | XiGFP mouse fibroblasts, % GFP-positive cells imaging, 3 d; cells co-treated with 5-aza-dC sensitizer; scaled so ellipticine positive control = 100% | activation, % at 7.58 µM | hit rate 0.055% among 360,000;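 active = mean normalized replicate activation at least 10% and every replicate at or above 10%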;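 note: 0% = median of on-plate neutral control wells and 100% = ellipticine 6 µM median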
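Schedule: 3 d treatment, 15 min room-temperature fixation; system: 68-5-11 XiGFP fibroblast line; buffer or medium: DMEM plus 5-aza-dC sensitizer; control set: ellipticine 6 µM positive control; compound: one concentration, pinned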
esBAF inh – Bmi1 luciferase reporter increase in mESCs, primary screen, esBAF inhibitor project, mouse ES cells, Bmi1 luciferase knock-in, single point. hit rate 2% among 350,000. AID 602393, 2012. reporter increase, % at 12.5 µM. 24 h; 100% = twice the neutral-well signal; in the data active = activation above about 40%;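 note: 0% = median of the plate's neutral control wells and 100% = double that signal; a rise in the Bmi1 reporter signal indicates esBAF inhibition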
RAD54 inh – inhibitors of human RAD54 branch migration, primary screen, biochemical, fluorescence, single point; DNA repair and recombination protein RAD54-like (Homo sapiens), Q92698; RAD54 Holliday junction branch migration, FAM/BHQ fluorescence; inhibition, % at 10.4 µM; hit rate 0.14% among 360,000;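 active = mean normalized replicate activity at least 40 and at least half of replicates scoring 40 or more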;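 note: 0% = median of neutral control wells and 100% = median of positive control wells; inhibitors cause a drop in the FAM fluorescence signal; in these data hits start at about 50%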
RAD52 inh – RAD52 DNA annealing inhibitors, primary screen, biochemical, FRET, single point, set 2. DNA repair protein RAD52 homolog (Homo sapiens), P43351. recombinant RAD52 DNA annealing, FRET fluorescence. inhibition, % at 18.7 µM. hit rate 0.46% among 360,000. AID 651710, 2012;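 active = every replicate showing at least 50% inhibition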
Target sequence (P43351 whole entry, looked up): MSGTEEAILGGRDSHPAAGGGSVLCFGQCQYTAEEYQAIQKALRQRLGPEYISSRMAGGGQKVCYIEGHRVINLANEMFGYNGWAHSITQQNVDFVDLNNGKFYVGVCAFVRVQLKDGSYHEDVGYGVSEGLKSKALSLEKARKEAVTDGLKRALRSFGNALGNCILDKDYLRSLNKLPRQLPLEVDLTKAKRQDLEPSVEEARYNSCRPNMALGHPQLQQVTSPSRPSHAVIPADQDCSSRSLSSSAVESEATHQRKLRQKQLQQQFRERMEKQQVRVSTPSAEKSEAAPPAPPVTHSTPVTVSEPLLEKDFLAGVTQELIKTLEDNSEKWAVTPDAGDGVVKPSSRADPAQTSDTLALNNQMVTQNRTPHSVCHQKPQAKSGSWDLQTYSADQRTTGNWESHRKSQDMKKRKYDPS
E-selectin induc – E-selectin induction in HUVECs, primary screen, imaging, HUVEC, immunofluorescence imaging, single point; normalized: neutral wells 0, TNF-alpha wells 100; hit rate 0.37% among 260,000; P16581; activation, % at 7.58 µM;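 active = mean E-selectin-positive cell signal at least 10% of the positive control, reached in at least 60% of replicates, without over 20% cell loss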;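 note: in these data hits start at about 27%; measured in HUVEC primary endothelial cells; signal is the percent of cells scored E-selectin positive by PE staining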
Target sequence (P16581 whole entry, looked up): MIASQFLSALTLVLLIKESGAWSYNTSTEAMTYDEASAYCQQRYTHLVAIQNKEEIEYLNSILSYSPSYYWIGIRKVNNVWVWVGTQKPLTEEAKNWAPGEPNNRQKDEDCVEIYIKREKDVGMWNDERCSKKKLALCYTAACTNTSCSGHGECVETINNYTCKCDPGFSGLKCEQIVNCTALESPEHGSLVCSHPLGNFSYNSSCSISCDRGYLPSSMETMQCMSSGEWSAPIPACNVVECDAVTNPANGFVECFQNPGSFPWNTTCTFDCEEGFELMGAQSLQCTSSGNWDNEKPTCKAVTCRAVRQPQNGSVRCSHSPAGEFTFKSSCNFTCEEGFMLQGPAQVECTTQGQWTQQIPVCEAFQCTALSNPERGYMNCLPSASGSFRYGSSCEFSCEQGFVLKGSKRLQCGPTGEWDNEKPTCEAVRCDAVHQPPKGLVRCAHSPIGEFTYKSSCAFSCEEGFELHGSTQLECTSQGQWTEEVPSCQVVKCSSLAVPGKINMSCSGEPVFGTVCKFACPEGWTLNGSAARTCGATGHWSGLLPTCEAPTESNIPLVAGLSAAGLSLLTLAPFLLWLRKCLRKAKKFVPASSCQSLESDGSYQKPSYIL
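Material: HUVEC primary endothelial cells; Amount: 3,000 cells per well; Dosing: single concentration; Medium: EGM-2 growth medium on 0.1% gelatin-coated wells; Read-out basis: percent E-selectin-positive cells; Signal: immunofluorescence imaging; Control set: TNF-alpha, DMSO.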
FN deposit inh – inhibitors of fibronectin matrix deposition, primary screen, AH1F cells, Alexa488-fibronectin fluorescence, plate reader; AH1F fibroblasts, overnight; inhibition, % at 12.6 µM; hit rate 0.086% among 350,000; AID 743247, 2014;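 active = mean inhibition across replicates of 30% or more, regardless of how many single replicates reach that level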;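 note: positive control wells lacked labelled fibronectin entirely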
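Assay system: AH1F fibroblasts assembling fluorescent fibronectin matrix; Amount: 10000 AH1F cells per well; Buffer or medium: DMEM, 2% serum; Probe or stimulus: Alexa488-fibronectin, 24 nM final in well; Doses: single compound dose, delivered by pin transfer; Incubation: 1 h adhesion, overnight exposure; Measured by: fluorescence 485/525 nm; Read-out: fibronectin deposition inhibition.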
Numbers without * were called inactive; & = joins results of further samples.

How did O=S(=O)(NCCn1ccc2ccccc21)c1ccccc1 do in these assays?
EWS-Fli inh: 6; S100A4 inh HTS: -4; Xi reactivation: -0.1; esBAF inh: -1; RAD54 inh: -5; RAD52 inh: -100; E-selectin induc: -0.2; FN deposit inh: 4

How did CCCN1[C@@H]2c3ccc(C4=CCCC4)c(=O)n3C[C@@H]2[C@@H](CO)[C@@H]1C(=O)OC do in these assays?
EWS-Fli inh: 1; S100A4 inh HTS: -7; Xi reactivation: 0.1; esBAF inh: 2; RAD54 inh: -1; RAD52 inh: -83; E-selectin induc: -0.6

What do the screens show for `CCN(CC)CCCNC(=O)/C=C/C(=O)O`?
EWS-Fli inh: 1; S100A4 inh HTS: 0; Xi reactivation: 0.0; esBAF inh: -1; RAD52 inh: -1; E-selectin induc: -0.1; FN deposit inh: 13

Results for CCCNC(=O)Nc1ccc2c(c1)OC[C@H](C)N(C(=O)C1CCOCC1)C[C@@H](C)[C@@H](OC)CN(C)C2=O ?
EWS-Fli inh: 4; S100A4 inh HTS: -5; Xi reactivation: 0.0; esBAF inh: -19; RAD54 inh: 11; RAD52 inh: 16; E-selectin induc: 0.1; FN deposit inh: -9

How did COc1ccccc1NS(=O)(=O)c1ccc(O)c(NC(=S)NCC2CCCO2)c1 (configuration not stated) do in these assays?
EWS-Fli inh: -18; S100A4 inh HTS: 3; Xi reactivation: -0.2; esBAF inh: 3; RAD54 inh: 4; RAD52 inh: -14; E-selectin induc: 2.2; FN deposit inh: 12

Results for C[C@@H](O)C#Cc1cnc2c(c1)C(=O)N([C@@H](C)CO)C[C@H](C)[C@@H](CN(C)C(=O)c1ccc(F)cc1)O2 ?
EWS-Fli inh: 5; S100A4 inh HTS: -5; Xi reactivation: 0.0; esBAF inh: -3; RAD54 inh: -1; RAD52 inh: 12; E-selectin induc: -0.3

Results for CCN1C(=O)[C@H]2[C@@H](c3ccc(-c4ccc(OC)cc4)c(OC)c3)N[C@@](CC(C)C)(C(=O)OC)[C@H]2C1=O ?
EWS-Fli inh: -11; S100A4 inh HTS: 2; Xi reactivation: 0.1; esBAF inh: 6; RAD54 inh: -6; RAD52 inh: -2; E-selectin induc: 0.0; FN deposit inh: 1

What do the screens show for `COc1ccc([N+](=O)[O-])cc1NC1CCN(C(=O)c2cccs2)CC1`?
EWS-Fli inh: 0; S100A4 inh HTS: -6; Xi reactivation: 0.0; esBAF inh: -6; RAD54 inh: 4; RAD52 inh: -4; E-selectin induc: 1.6

What do the screens show for `Cc1ccc(-n2nnnc2SCC(=O)N2Cc3ccccc3CC2C(=O)O)cc1` (configuration not stated)?
EWS-Fli inh: 12; S100A4 inh HTS: 16; Xi reactivation: 0.1; RAD54 inh: -4; RAD52 inh: -16; E-selectin induc: 3.4; FN deposit inh: -11

Results for COc1ccc(S(=O)(=O)Nc2ccc3c(c2)CC(=O)N([C@@H](C)CO)C[C@H](C)[C@H](CN(C)C(=O)Nc2ccc4c(c2)OCO4)O3)cc1 ?
EWS-Fli inh: 0; S100A4 inh HTS: 3; Xi reactivation: -0.4; esBAF inh: 0; RAD54 inh: 6; RAD52 inh: -5; E-selectin induc: -0.4

What do the screens show for `CCCCN(C)C(=O)c1ccc2c(c1)S(=O)(=O)c1ccccc1C2=O`?
EWS-Fli inh: 7; S100A4 inh HTS: -2; Xi reactivation: 0.1; esBAF inh: 6; RAD54 inh: -7; RAD52 inh: 1; FN deposit inh: -8

What do the screens show for `CC(C)COC(=O)N1CCCC(c2cc(C(=O)Nc3ccccc3Cl)no2)C1` (configuration not stated)?
EWS-Fli inh: 1; S100A4 inh HTS: -3; Xi reactivation: 0.0; esBAF inh: 9; RAD54 inh: -1; RAD52 inh: -20; FN deposit inh: -6

Reprinted at random: two compounds from above, in no set order.
Results for COc1ccc(S(=O)(=O)Nc2ccc3c(c2)CC(=O)N([C@@H](C)CO)C[C@H](C)[C@H](CN(C)C(=O)Nc2ccc4c(c2)OCO4)O3)cc1 ?
EWS-Fli inh: 0; S100A4 inh HTS: 3; Xi reactivation: -0.4; esBAF inh: 0; RAD54 inh: 6; RAD52 inh: -5; E-selectin induc: -0.4

How did O=S(=O)(NCCn1ccc2ccccc21)c1ccccc1 do in these assays?
EWS-Fli inh: 6; S100A4 inh HTS: -4; Xi reactivation: -0.1; esBAF inh: -1; RAD54 inh: -5; RAD52 inh: -100; E-selectin induc: -0.2; FN deposit inh: 4

(list continues)
What do the screens show for `Cc1cc(=O)oc2c3c(cc(OCC(=O)NCCC(=O)O)c12)OC(C)(C)CC3`?
EWS-Fli inh: -8; S100A4 inh HTS: 0; Xi reactivation: 0.0; esBAF inh: -5; RAD54 inh: -10; RAD52 inh: -8; FN deposit inh: -2

How did Cc1ccc(S(=O)(=O)NN2C(=O)/C(=C\c3ccc(Cl)cc3)SC2=S)cc1 do in these assays?
EWS-Fli inh: 3; S100A4 inh HTS: 1; Xi reactivation: 0.0; esBAF inh: -2; RAD54 inh: 3; RAD52 inh: -5; E-selectin induc: 0.3; FN deposit inh: 1

Results for C[C@H](NC(=O)C[C@H]1CC[C@@H]2[C@H](COC[C@H](O)CN2C)O1)c1ccccc1 ?
EWS-Fli inh: -5; S100A4 inh HTS: -3; Xi reactivation: 0.0; esBAF inh: 0; RAD54 inh: 2; RAD52 inh: -10; E-selectin induc: 0.0; FN deposit inh: 2

What do the screens show for `C[C@@H]1CN([C@@H](C)CO)C(=O)c2cc(NC(=O)Cc3cn(C)c4ccccc34)ccc2O[C@@H]1CN(C)Cc1ccc(Oc2ccccc2)cc1`?
EWS-Fli inh: 10; S100A4 inh HTS: 10; Xi reactivation: -1.4; esBAF inh: 5; RAD54 inh: 0; RAD52 inh: 40; E-selectin induc: 2.8

What do the screens show for `C[C@H](CO)N1C[C@H](C)[C@H](CN(C)Cc2ccc(C(=O)O)cc2)Oc2cc(C#CCC3CCCC3)ccc2S1(=O)=O`?
EWS-Fli inh: -8; S100A4 inh HTS: 4; Xi reactivation: -0.3; esBAF inh: -10; RAD54 inh: -4; RAD52 inh: 3; E-selectin induc: 0.2; FN deposit inh: 2

What do the screens show for `COC(=O)c1sc(NC(=S)NC(=O)c2ccccc2F)nc1C`?
EWS-Fli inh: -48; S100A4 inh HTS: 2; Xi reactivation: 0.0; RAD52 inh: 3; FN deposit inh: 14

What do the screens show for `Cc1cc(C(=O)Nc2cccc3c2O[C@H](CN(C)C(=O)Nc2ccccc2)[C@@H](C)CN([C@H](C)CO)C3=O)n(C)n1`?
EWS-Fli inh: -4; S100A4 inh HTS: -4; Xi reactivation: -0.6; esBAF inh: -1; RAD54 inh: 2; RAD52 inh: 17; E-selectin induc: -0.3

What do the screens show for `O=C1CSc2ccc(S(=O)(=O)NCc3ccc(Cl)cc3)cc2N1`?
S100A4 inh HTS: 7; Xi reactivation: 0.3; RAD52 inh: -5; E-selectin induc: 0.7; FN deposit inh: -1

What do the screens show for `CCC(C(=O)N(C(C)C)C(C)C)c1ccccc1` (configuration not stated)?
EWS-Fli inh: -13; S100A4 inh HTS: -24; Xi reactivation: 0.3; esBAF inh: -10; RAD54 inh: -3; RAD52 inh: 32; E-selectin induc: -0.1; FN deposit inh: -2

What do the screens show for `CC(=O)Nc1cc(N2C(=O)CCC2=O)ccc1Cl`?
Xi reactivation: 0.0; esBAF inh: -1; RAD54 inh: -4; FN deposit inh: 12

Results for Cc1nc2ccccn2c1C(=O)N/N=C/c1ccccc1Cl ?
EWS-Fli inh: 1; S100A4 inh HTS: -3; Xi reactivation: 0.0; esBAF inh: 7; RAD54 inh: -2; RAD52 inh: 2; E-selectin induc: -0.2; FN deposit inh: -1

What do the screens show for `C[C@H](CO)N1C[C@H](C)[C@H](CN(C)CC2CC2)Oc2cc(C#Cc3cccc(F)c3)ccc2S1(=O)=O`?
EWS-Fli inh: 12; S100A4 inh HTS: 3; Xi reactivation: 0.2; esBAF inh: -5; RAD54 inh: -7; RAD52 inh: -13; E-selectin induc: 1.0; FN deposit inh: 5

What do the screens show for `C[C@@H]1CN([C@H](C)CO)C(=O)Cc2cc(NC(=O)NC3CCCCC3)ccc2O[C@@H]1CN(C)C`?
EWS-Fli inh: -6; S100A4 inh HTS: 3; Xi reactivation: -0.8; esBAF inh: -5; RAD54 inh: -10; RAD52 inh: -5; E-selectin induc: 1.7; FN deposit inh: -2

Results for CO[C@@H]1CN(C)C(=O)c2cc(NC(C)=O)ccc2OC[C@H](C)N(Cc2ccccc2F)C[C@@H]1C ?
EWS-Fli inh: -3; S100A4 inh HTS: 15; Xi reactivation: 0.5; esBAF inh: -2; RAD54 inh: 0; RAD52 inh: -1; E-selectin induc: -0.1; FN deposit inh: 12

How did CCN(Cc1ccccc1)C(=O)CC(=O)N(CC)Cc1ccccc1 do in these assays?
EWS-Fli inh: -2; S100A4 inh HTS: -1; Xi reactivation: 0.1; esBAF inh: -2; RAD54 inh: 18; RAD52 inh: -1; FN deposit inh: 7

Results for CC1CNCCN1S(=O)(=O)c1cccc2cnccc12 (configuration not stated) ?
EWS-Fli inh: 8&15; S100A4 inh HTS: -16&1&1; Xi reactivation: 0.2&0.0; esBAF inh: -7&-15; RAD54 inh: 10&1; RAD52 inh: -5&-14; E-selectin induc: 0.9&-2.4; FN deposit inh: 10&9&-18

What do the screens show for `Cc1noc(C)c1NC(=O)N(C)C[C@@H]1Oc2c(NS(=O)(=O)c3c(C)noc3C)cccc2C(=O)N([C@@H](C)CO)C[C@@H]1C`?
EWS-Fli inh: -1; S100A4 inh HTS: 2; Xi reactivation: 0.1; esBAF inh: -3; RAD54 inh: 2; RAD52 inh: -21; E-selectin induc: -0.1; FN deposit inh: -10

Results for CC=Cc1ccc2n(c1=O)C[C@@H]1[C@@H](CO)[C@H](C(=O)N3CCc4ccccc4C3)N(C(=O)C3CC3)[C@H]21 (mixture of isomers) ?
EWS-Fli inh: -2; S100A4 inh HTS: -5; Xi reactivation: 0.3; esBAF inh: -9; RAD54 inh: -4; RAD52 inh: 3; E-selectin induc: -0.1

Results for COCCn1c(SCC(=O)Nc2cccc(OC)c2)nc2c(oc3ccccc32)c1=O ?
EWS-Fli inh: -2; S100A4 inh HTS: 3; Xi reactivation: 0.2; RAD52 inh: 1; FN deposit inh: -3

How did Cc1c(C)n(CCN(C)C)c2ncnc(NCc3ccccc3)c12 do in these assays?
EWS-Fli inh: -13; S100A4 inh HTS: 2; Xi reactivation: 0.1; esBAF inh: -7; RAD54 inh: -1; RAD52 inh: 5; E-selectin induc: 0.0; FN deposit inh: -1
